V1R ag counter: counter-screen for oxytocin receptor agonists: human V1a receptor agonists; P37288; CHO-V1R cells, Fluo-8 calcium fluorescence, agonist mode; 0% DMSO, 100% 3 nM vasopressin; activation, % at 3 µM; hit rate 0.25% among 320,000;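 active = activation above the mean activation of all tested compounds plus 3 SD, per screening run, cut at about 20% in these data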;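 also: signal is peak over basal fluorescence ratio across a 100 second FLIPR read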
Target sequence (P37288 whole entry, looked up): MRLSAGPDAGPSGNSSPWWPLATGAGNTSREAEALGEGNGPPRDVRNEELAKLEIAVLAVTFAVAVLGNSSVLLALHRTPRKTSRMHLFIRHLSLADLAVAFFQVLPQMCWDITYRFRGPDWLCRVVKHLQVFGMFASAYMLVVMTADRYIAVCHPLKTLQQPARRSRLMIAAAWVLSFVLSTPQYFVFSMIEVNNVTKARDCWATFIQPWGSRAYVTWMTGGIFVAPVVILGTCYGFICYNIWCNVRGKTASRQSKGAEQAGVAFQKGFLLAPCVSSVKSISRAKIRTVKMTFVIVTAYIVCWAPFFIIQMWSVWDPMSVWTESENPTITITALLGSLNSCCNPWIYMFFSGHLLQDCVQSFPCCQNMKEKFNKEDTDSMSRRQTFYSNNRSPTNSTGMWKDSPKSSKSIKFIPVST
NALP1 inh: NALP1 inhibition; S. cerevisiae NALP1/ASC/caspase-1 growth, X-gal OD620, 72 h; hit rate 0.61% among 280,000; inhibition, % at 10 µM; in the data active = inhibition mostly above about 24%, no sharp cut-off; inactive = mostly below about 32%; also: some compounds called inactive have numbers as strong as hits
GalR3 antagonist: antagonists of human GalR3; AID 651719; hit rate 0.44% among 360,000; HEK293 GalR3-CNG cAMP membrane potential fluorescence; galR3 body fused to GalR1 C-terminus; O60755; inhibition, % at 3 µM;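 active = inhibition above the screen-wide average plus 3 SD, cut at about 13% in these data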;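 also: forskolin and galanin both at EC90 stimulate the cells; cAMP rise reported by CNG channel membrane potential dye signal; 0% = forskolin plus galanin with DMSO and 100% = forskolin alone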
Target sequence (O60755 1-299 limits assumed): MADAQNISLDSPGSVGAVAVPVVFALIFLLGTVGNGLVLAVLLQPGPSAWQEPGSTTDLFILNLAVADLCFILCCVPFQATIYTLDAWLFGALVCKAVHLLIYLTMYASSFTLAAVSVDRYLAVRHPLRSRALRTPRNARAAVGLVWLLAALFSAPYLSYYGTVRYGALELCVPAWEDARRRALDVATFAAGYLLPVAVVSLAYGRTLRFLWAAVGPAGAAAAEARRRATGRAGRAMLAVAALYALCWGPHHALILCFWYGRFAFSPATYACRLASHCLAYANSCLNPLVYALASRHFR
OXTR agonist: activates the human oxytocin receptor; activation, % at 3 µM; P30559; CHO-OTR cells, Fluo-8 calcium fluorescence; normalized: DMSO 0%, oxytocin 100%; hit rate 0.32% among 320,000;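 active = activation above the mean of all tested compounds plus 3 SD, cutoff set per screening run, cut at about 20% in these data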;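 also: peak over basal fluorescence ratio from a 100 s FLIPR kinetic read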
OXTR potentiate: human OXTR potentiation; activation, % at 3 µM; hit rate 0.061% among 320,000; CHO-OTR cells, Fluo-8 calcium fluorescence, potentiator mode; 0% = oxytocin EC15, 100% = EC100;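 active = activation above that plate's cutoff, the mean activation of tested compounds plus 3 SD, cut at about 6.6% in these data, passing the limit was not always enough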;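 also: 100% uses oxytocin at 75 nM as the full agonist control; some results filed as inactive read as strong as hits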
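Replication – single well per compound, singlicate · Assay system – CHO cell line stably expressing human OTR · Timing – 6 min pre-incubation, 100 s read · Measure – normalized max/min fluorescence ratio, % activation · Doses – 3.0 µM, one dose · Detection – Fluo-8 calcium dye fluorescence · Probe or stimulus – oxytocin near EC15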
MEKK2 WT-MEK5: raises or lowers MEK5 binding to wildtype human MEKK2 PB1 domain; AID 1531; bead flow cytometry, Alexa488-MEK5 binding to MEKK2 WT; actives lie on both sides; Q9Y2U5; binding response (% of control), % at 10 µM; hit rate 1.1% among 290,000; in the data active = binding response below about 67% or above about 130%
PfM18AAP inh: blocks P. falciparum M18 aspartyl aminopeptidase. recombinant PfM18AAP, H-Glu-NHMec fluorogenic cleavage. inhibition, % at 7.35 µM. hit rate 1.2% among 290,000;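 active = inhibition above the campaign mean inhibition over all tested compounds plus 3 SD, cut at about 28% in these data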;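 also: 0% = plate median of test compound wells and 100% = 2 mM ZnCl2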
MEKK2 mut-MEK5: signal of MEK5 binding to mutant human MEKK2 PB1 domain; hit rate 0.35% among 290,000; percent response, % at 10 µM; bead flow cytometry, Alexa488-MEK5 binding to MEKK2 mutant; AID 1530; in the data active = percent response above about 24%, passing the limit was not always enough; also: inactives centre near 1; some results filed as inactive read as strong as hits
GPR7 antagonist: blocks human GPR7 receptor signaling | P48145 | GPR7-expressing cells, fluorescence antagonist assay | inhibition, % at 4.4 µM | hit rate 1.1% among 290,000 | AID 1861; in the data active = inhibition above about 16%, passing the limit was not always enough;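 also: cells stimulated with the agonist NPW; 0% = agonist with vehicle and 100% = vehicle without agonist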
Target sequence (P48145 whole entry, looked up): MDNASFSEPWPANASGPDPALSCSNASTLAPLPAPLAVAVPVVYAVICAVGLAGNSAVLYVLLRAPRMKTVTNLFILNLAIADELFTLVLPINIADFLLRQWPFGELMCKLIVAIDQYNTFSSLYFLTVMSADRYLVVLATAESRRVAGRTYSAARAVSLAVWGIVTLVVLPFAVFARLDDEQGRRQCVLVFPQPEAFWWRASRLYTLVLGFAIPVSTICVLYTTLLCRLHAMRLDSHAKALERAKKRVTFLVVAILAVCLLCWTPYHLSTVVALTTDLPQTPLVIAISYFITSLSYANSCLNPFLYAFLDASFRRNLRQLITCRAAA
The depositor's hits bear a star; · = not tested or not shown.

Each structure is followed by: V1R ag counter	NALP1 inh	GalR3 antagonist	OXTR agonist	OXTR potentiate	MEKK2 WT-MEK5	PfM18AAP inh	MEKK2 mut-MEK5	GPR7 antagonist
> COc1ccc(-c2nc(N)sc2C2(O)C(=O)Nc3c(Br)cc(F)cc32)cc1OC (stereo not drawn)
  1.6	-2.1	9.3	0.6	0.5	88.0	-4.7	-12.0	6.5
> O=C(CCl)N1N=C(c2ccco2)CC1c1cccs1 (stereo not drawn)
  0.0	42.7	·	-0.9	-3.6	106.0	-2.8	3.0	6.9
> Cc1oc(-c2ccccc2F)nc1CS(=O)CC(=O)NC1CCCC1 (stereo not drawn)
  -0.8	23.0	-5.3	-0.2	-7.4	102.0	-12.0	1.0	-17.5
> CN(C(=O)CCc1ccccc1)c1nnc(-c2ccncc2)s1
  5.2	1.0	-5.0	3.1	-17.9	101.0	-14.6	-1.0	3.1
> O=c1c2ccccc2n2c(=S)[nH]nc2n1-c1ccccc1
  0.6	-12.8	-7.0	-0.1	-8.6	102.0	44.8*	-4.0	-2.1
> COC(=O)C1=C(C)N(Cc2ccccc2)C(=O)N[C@H]1c1cccc(F)c1
  1.8	·	0.2	1.1	-5.4	100.0	·	4.0	·
> Cn1c(SCC(=O)O)nnc1-c1ccc2ncccc2c1
  5.2	·	-0.6	-1.1	-8.0	100.0	0.7	1.0	-10.5
> COc1ccc(NC(=O)C/C(C)=N/NC(=O)C(=O)Nc2cccc(Cl)c2C)c(OC)c1
  -0.8	-13.7	1.8	-2.2	-8.5	92.0	-1.0	-6.0	8.4
> CCSc1nc2sc3c(c2c(=O)[nH]1)CCc1ccccc1-3
  -0.6	16.8	-5.2	-0.8	-11.4	94.0	-3.3	-1.0	-2.8
> C[C@@H]1C=C(C(=O)N2CCN(C)CC2)O[C@H](OCc2ccc(CO)cc2)C1
  0.9	-6.8	-4.9	0.5	3.0	102.0	3.6	8.0	-8.9
> COc1cccc(N2CCN(S(=O)(=O)c3ccc(-c4coc(C)n4)cc3)CC2)c1
  1.3	-5.6	-0.9	-0.8	-11.5	92.0	-16.5	-7.0	5.7
> Cc1nc([N+](=O)[O-])c(NCCO)n1Cc1ccccc1
  0.1	6.4	-7.0	-0.4	-19.1	99.0	-0.6	4.0	6.5
> C#CCOCCOCCOCCNc1nc(N2CCN(C(=O)[C@H](CCC(=O)O)n3cc(C(N)CC(C)C)nn3)CC2)nc(N2CCN(C(=O)[C@H](Cc3ccc(O)cc3)n3cc(C(N)[C@H](C)CC)nn3)CC2)n1 (stereo partly drawn)
  -0.4	10.9	·	1.3	0.7	97.0	4.2	-5.0	6.2
> COC(=O)c1cn(NC(=O)C2CCCCC2)c(=O)c2ccccc12
  -1.8	16.6	-7.2	-2.8	-9.5	96.0	-0.1	0.0	-10.5
> COC(=O)C1C(=O)c2c([nH]c(C(=O)OCCOC(C)C)c2C)CC1C (stereo not drawn)
  0.7	-15.6	-3.4	1.1	-5.6	105.0	-14.7	21.0	-2.3
> NC(=O)c1cc(C(=O)c2ccc(Cl)cc2Cl)c[nH]1
  3.0	5.6	1.0	1.7	-7.5	88.0	-7.1	-38.0	-2.2
> CC(=O)N1CCC(=NNc2ccc(S(N)(=O)=O)cc2[N+](=O)[O-])CC1
  0.2	5.5	-7.0	0.2	-4.3	98.0	3.4	-2.0	-7.9
> Cc1ccc(C)c(NC(=O)CCC(=O)N2CCOc3ccccc32)c1
  -0.7	-10.6	·	-0.5	-0.4	96.0	-3.5	2.0	-5.8
> S=C(c1nc2ccccc2[nH]1)N1CCOCC1
  0.7	-8.0	-6.0	-0.8	-8.4	97.0	7.2	-1.0	-9.7
> CCCCNc1nc2ccccc2nc1NS(=O)(=O)c1ccc(F)cc1
  9.0	6.5	-10.7	3.9	-15.1	104.0	-0.1	7.0	1.5
> CC1CN(c2cnn(C(C)C)c(=O)c2Cl)CC(C)O1 (stereo not drawn)
  0.3	15.6	-12.0	-0.3	-19.7	103.0	-6.5	5.0	5.5
> O=C(Nc1ccc(C(=O)N2CCC(N3CCOCC3)CC2)cc1)c1ccc(Br)o1
  1.1	·	0.7	-0.4	0.1	·	·	·	·
> Cn1c(=O)oc2cc(S(=O)(=O)Nc3ccccc3)ccc21
  0.4	-1.5	-2.8	-0.1	-14.5	79.0	2.1	-14.0	-0.8
> CC(=O)c1sc(NS(=O)(=O)c2ccc(C)cc2)nc1C
  0.0	-21.9	-0.9	0.9	-3.7	102.0	-7.2	0.0	-21.2
> OCC(O)CNC(=S)NC1CCCCC1 (stereo not drawn)
  0.4	1.5	1.0	0.2	4.7	94.0	-5.6	-3.0	-12.2
> CCC(C)C(=O)Nc1nnc(-c2cccs2)s1 (stereo not drawn)
  -1.0	25.4	-5.1	-2.1	1.0	99.0	5.8	8.0	-0.2
> Cc1ccc2c(c1)C1(SCCS1)C(=O)N2
  0.5	5.2	-2.9	2.7	-7.5	109.0	-4.3	3.0	-3.5
> Cc1ccc(NC(=O)CN2c3cccc4cccc(c34)S2(=O)=O)cc1S(=O)(=O)N1CCOCC1
  -0.1	24.8	-2.3	-1.1	-12.0	116.0	-14.4	0.0	-11.0
> COc1ccc(NC(=O)C23CC4CC(CC(Cl)(C4)C2)C3)cc1S(=O)(=O)N1CCOCC1
  8.8	·	0.7	0.5	-5.2	·	·	·	·
> O=C(CN1CCCCCC1)OCCN=C1NS(=O)(=O)c2ccccc21
  1.7	·	·	1.1	-0.4	102.0	2.1	4.0	-8.9
> CCCCc1nc(N2CCOCC2)c(C#N)c2c1CCCC2
  0.1	5.5	-0.9	-2.1	-2.2	102.0	-5.6	0.0	-22.7
> O=C(O)CCCCCNS(=O)(=O)c1ccc2c3c(cccc13)C(=O)N2
  ·	10.2	-6.7	·	·	105.0	1.3	10.0	-12.7
> COc1ccccc1Nc1cc(C(=O)N2CCc3ccccc3C2)c2ccccc2n1
  -0.6	-3.5	·	-1.0	-5.8	109.0	-14.9	0.0	-13.9
> N#Cc1ccccc1OCC(=O)NC1CCCCC1
  1.3	·	-8.3	0.7	1.4	·	·	·	·
> Cc1noc(C)c1NC(=O)Nc1ccc2c(c1)C(=O)N([C@H](C)CO)C[C@H](C)[C@@H](CN(C)S(C)(=O)=O)O2
  0.5	·	-2.5	1.1	-5.0	·	·	·	·
> O=C(/C=C/c1ccccc1)c1ccc2c(c1)OCCCCO2
  -0.5	16.9	-2.3	-2.1	-8.2	96.0	-8.6	1.0	-4.0
> CN(C)/C=C1\N=C(c2ccc3c(c2)OCO3)OC1=O
  0.1	-4.8	1.0	-1.2	1.2	102.0	9.2	9.0	-16.1
> O=C(Cc1cccs1)Nc1nnc(SCC(=O)NC2CCCCC2)s1
  -0.4	-2.0	-5.8	-0.9	-5.3	109.0	-3.8	5.0	-3.5
> Cc1cc(C)c(NC(=O)C(C)OC(=O)c2cc(Br)c(Br)s2)c(C)c1 (stereo not drawn)
  -0.9	·	-1.2	-0.4	2.1	95.0	4.2	-2.0	-2.9
> CN(C)S(=O)(=O)c1ccc(S(=O)(=O)NC2CCOC(C)(C)C2)cc1 (stereo not drawn)
  1.1	-100.6	4.2	2.4	-5.2	95.0	1.1	-1.0	-4.2
> O=C(CN(CCO)c1ccccc1)Nc1ccc(Cl)c(S(=O)(=O)N2CCOCC2)c1
  8.0	10.1	-5.0	2.9	-6.5	105.0	0.8	5.0	3.9
> COc1cccc(CC(=O)Nc2nc(-c3ccc(F)c(F)c3)cs2)c1
  2.2	3.9	-9.1	0.7	-9.8	96.0	3.5	-4.0	17.2
> CCCn1c(=O)c(C(=O)NCc2ccncc2)c(O)c2ccccc21
  0.2	9.2	-6.5	-1.0	-9.5	105.0	-11.5	8.0	0.2
> Cc1ccc(-c2nnn(CC(=O)N(c3ccccc3F)C(C(=O)NC3CCCC3)c3ccco3)n2)o1 (stereo not drawn)
  -0.1	6.9	·	-1.3	-4.1	104.0	-9.3	4.0	-2.5
> CC(=O)Nc1cc(C)c(S(C)(=O)=O)c(C)c1
  0.6	6.5	-8.8	1.0	-4.8	101.0	-12.7	-1.0	-4.0
> CCn1cnc2cc(NCc3ccc(C)cc3)ccc21
  1.7	5.3	-9.1	1.3	0.7	104.0	13.3	6.0	-10.6
> COc1ccc(Cc2nnc(SCC(=O)NCCc3ccccc3)o2)cc1
  1.8	5.4	-4.0	-0.2	-2.9	93.0	-0.6	1.0	5.3
> Cc1ccc(F)cc1NC(=O)N1CCNC(=O)C1CC(=O)Nc1cc(Cl)ccc1Cl (stereo not drawn)
  2.7	4.5	-0.6	3.7	-11.2	111.0	1.6	9.0	2.1
> COc1ccc(CNC(=O)[C@]2(C)CCC[C@@]3(C)C4CC[C@@]5(C)C[C@]4(CCC32)CC5=O)cc1 (stereo partly drawn)
  0.0	·	-3.6	-0.9	0.9	·	·	·	·
> Cc1cc(C(=O)NCc2ccccc2Cl)n(-c2ccccc2)n1
  -0.8	·	1.3	-2.5	-15.2	98.0	-1.6	-4.0	-4.4
> O=c1[nH]cc(S(=O)(=O)Nc2ccc3c(c2)OCO3)c(=O)[nH]1
  -0.3	·	0.0	0.2	-5.5	·	·	·	·
> CCOc1ccccc1Oc1c(C)oc2cc(OC(=O)c3ccco3)ccc2c1=O
  0.0	-9.0	-0.4	-0.9	13.2*	95.0	-13.4	-4.0	-1.2
> CCCn1c(SCC(=O)Nc2nc(C)c(C(=O)OC)s2)nnc1C(C)C
  0.4	2.2	-1.0	-0.5	-3.9	107.0	1.7	2.0	2.3
> O=C(Nc1ncccc1O)c1ccc2c(c1)OCCO2
  0.2	·	0.9	-0.2	-8.8	·	·	·	·
> CC(C)c1ccc(S(=O)(=O)NCc2ccc3c(c2)OCO3)cc1
  0.2	4.6	-9.3	0.0	-1.6	111.0	1.3	8.0	-2.4
> Cc1n[nH]c(C)c1S(=O)(=O)N1CCC(C(=O)O)CC1
  1.1	19.6	1.3	3.7	-2.7	105.0	4.0	1.0	-4.3
> COC(=O)C1=C(C)NC(C)=C(C(=O)OCC2CCCO2)C1c1ccc(Cl)c([N+](=O)[O-])c1 (stereo not drawn)
  -0.3	-0.4	1.3	-0.5	-3.0	102.0	0.6	5.0	-15.3
> C1=C(CCNCC2CC2)CCCC1
  -0.2	-11.2	·	0.5	-0.6	103.0	8.7	2.0	11.0
> Cc1cc(Cl)ccc1NC(=S)NCCCN1CCCC1=O
  1.7	26.5	-4.6	-0.3	-6.1	103.0	-2.4	-3.0	5.8
> COc1ccc(C)cc1S(=O)(=O)NCC(c1ccco1)N1CCc2ccccc2C1 (stereo not drawn)
  -1.6	·	-4.2	-1.9	-10.4	·	·	·	·

Some of these compounds in order of molar mass, high to low.
Each structure is followed by: V1R ag counter	NALP1 inh	GalR3 antagonist	OXTR agonist	OXTR potentiate	MEKK2 WT-MEK5	PfM18AAP inh	MEKK2 mut-MEK5	GPR7 antagonist
> COc1ccc(CNC(=O)[C@]2(C)CCC[C@@]3(C)C4CC[C@@]5(C)C[C@]4(CCC32)CC5=O)cc1 (stereo partly drawn)
  0.0	·	-3.6	-0.9	0.9	·	·	·	·
> COc1ccc(C)cc1S(=O)(=O)NCC(c1ccco1)N1CCc2ccccc2C1 (stereo not drawn)
  -1.6	·	-4.2	-1.9	-10.4	·	·	·	·
> CCn1cnc2cc(NCc3ccc(C)cc3)ccc21
  1.7	5.3	-9.1	1.3	0.7	104.0	13.3	6.0	-10.6

Screening results (PubChem)
